High-throughput results deposited in PubChem BioAssay by Sanford-Burnham Center for Chemical Genomics.
CendR NRP1 mod = NRP-1/CendR interaction modulation. FAM-RPARPAR peptide binding to NRP-1, fluorescence polarization. inhibition, % at 25 µM. actives 0.85% (n = 360,000);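 active means inhibition or corrected inhibition above about 18%, plus a signal ratio from 0.5 to 1.5, limit read from the data, passing the limit was not always enough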; further: strong numbers were not always called active
STEP block = inhibitors of human striatal-enriched phosphatase STEP. inhibition, % at 20 µM. recombinant STEP, OMFP fluorogenic substrate, fluorescence. P54829. actives 0.25% (n = 360,000);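 active means inhibition at 20 µM, scaled per plate between control wells, above about 37%, limit read from the data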;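 further: 0% = DMSO with enzyme and substrate and 100% = substrate only without enzyme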
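Measure: Control-normalized % inhibition with plate pattern correction | Test system: STEP phosphatase, cell-free reaction | Medium: pH 6.0 Bis-Tris with DTT and Tween 20 | Technique: Fluorescence, 480/540 nm | Times: Reaction 20 min, ambient temperature | Doses: Single compound dose of 20 µM, 1% DMSO final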
NadD block = NadD (S. aureus) enzyme inhibition | purified NadD enzyme, colorimetric absorbance read-out | actives 0.78% (n = 360,000) | inhibition, % at 20 µM; in the data active means inhibition above about 26%; further: some compounds past the cut are filed as inactive
MT1-MMP act inh = MT1-MMP (human) activation inhibition; actives 0.061% (n = 360,000); HT1080 RFP-PRO-GFP cells, GFP/RFP ratio fluorescence, overnight; percent of plate control window, DMSO zero; GFP/RFP ratio change, % at 20 µM; P50281;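 active means GFP/RFP ratio change of at least 30% with cell ATP level not reduced by more than half and red fluorescence within 50% of control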; further: strong numbers were not always called active
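Material – HT1080 RFP-PRO-GFP cells · Control set – DMSO wells and RFP-L50D-GFP cells · Incubation – overnight cell settling, then overnight compound exposure, 37 °C, 5% CO2 · Compound dosing – single-point 20 µM compound, 1% DMSO · Read-out – GFP/RFP fluorescence ratio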
DNMT1 block = blocks human DNA methyltransferase DNMT1. P26358. DNMT1 molecular beacon, Hinp1I cleavage, fluorescence. inhibition (reported as % activation of signal), % at 10 µM. actives 0.83% (n = 360,000); in the data active means inhibition above about 50%
SKN-1 block = C. elegans SKN-1 inhibition; actives 0.49% (n = 360,000); inhibition, % at 21.8 µM; C. elegans VP596 Pgst-4::GFP/RFP ratio, acrylamide-induced, 24 h;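 active means interference check ratio from 0.5 to 1.5 plus GFP to RFP signal ratio inhibition reaching or exceeding a fixed threshold, cut at about 30% in these data, passing the limit was not always enough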; further: some compounds called inactive have numbers as strong as hits
Rpn11 inh = Rpn11 (human) deubiquitinase inhibition. human 26S proteasome, Ub4-pepOG fluorescence polarization; 20S core pre-blocked with epoxomicin. actives 0.59% (n = 360,000). calls only at 20 µM;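 active means inhibition at 20 µM, scaled to each plate's controls, above about 33%, limit read from the data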
Target sequence (O00487 whole entry, looked up): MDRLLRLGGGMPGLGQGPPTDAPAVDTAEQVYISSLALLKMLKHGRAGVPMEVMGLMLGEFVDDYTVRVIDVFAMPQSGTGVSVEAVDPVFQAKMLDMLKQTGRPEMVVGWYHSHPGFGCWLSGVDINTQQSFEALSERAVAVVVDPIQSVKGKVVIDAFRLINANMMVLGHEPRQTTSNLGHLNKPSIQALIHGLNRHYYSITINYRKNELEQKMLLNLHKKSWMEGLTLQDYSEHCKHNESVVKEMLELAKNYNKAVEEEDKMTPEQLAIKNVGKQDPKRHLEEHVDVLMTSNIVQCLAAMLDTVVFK
Scp-1 inhibitor = Scp-1 (human) phosphatase inhibition; Q9GZU7; Recombinant Scp1, phosphopeptide, malachite green phosphate absorbance; inhibition, % at 20 µM; actives 0.88% (n = 340,000); AID 493091;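 active means inhibition above about 50% at 20 µM, limit read from the data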;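 further: plate controls were DMSO wells with enzyme for no effect and wells lacking enzyme for full effect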
Target sequence (Q9GZU7 76-261 limits assumed): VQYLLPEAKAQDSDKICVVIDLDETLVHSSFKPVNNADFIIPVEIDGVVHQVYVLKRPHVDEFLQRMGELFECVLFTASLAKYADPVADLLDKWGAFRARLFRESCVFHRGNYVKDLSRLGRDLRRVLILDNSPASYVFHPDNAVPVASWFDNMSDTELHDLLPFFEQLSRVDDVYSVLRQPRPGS
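System: SCP-1 catalytic domain; Reagent: Phospho 17-mer peptide substrate; Doses: one concentration, 20 µM, with 1.0% DMSO; Incubation: 45 min room-temperature reaction, 5 min colour, 30 min stabiliser; Signal: Phosphate-binding colour reagent, absorbance read at 630 nm.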
LMPTP block = LMPTP (human) inhibition; P24666; actives 0.22% (n = 360,000); recombinant LMPTP-A, OMFP fluorogenic substrate, fluorescence intensity; inhibition, % at 20 µM; AID 651560;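 active means compounds that cut the enzyme signal by at least half of the control window in the single-dose screen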;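 further: plate controls were DMSO wells with enzyme plus substrate for no effect and substrate without enzyme for full effect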
Target sequence (P24666 whole entry, looked up): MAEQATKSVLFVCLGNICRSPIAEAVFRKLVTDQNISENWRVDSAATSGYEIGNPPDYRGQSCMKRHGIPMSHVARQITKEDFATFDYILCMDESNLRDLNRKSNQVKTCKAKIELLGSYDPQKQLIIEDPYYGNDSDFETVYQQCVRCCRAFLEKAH
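Assay system: LMPTP-A phosphatase enzyme | Input: 0.625 nM enzyme | Also added: Fluorogenic phosphatase substrate OMFP at 400 µM final | Compound dosing: One test concentration per compound, 20 µM, with 3% DMSO overall | Schedule: 50 min enzyme reaction at room temperature, protected from light | Signal: Fluorescence intensity | Benchmarks: no-enzyme and uninhibited controls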
SUMO1 PPI mod = modulators of human SUMO1-mediated protein-protein interactions; actives 0.33% (n = 360,000); SUMO1 binding to a labelled peptide, TR-FRET, 1 h; P63165; inhibition, % at 20 µM; in the data active means inhibition above about 37%
Target sequence (P63165 whole entry, looked up): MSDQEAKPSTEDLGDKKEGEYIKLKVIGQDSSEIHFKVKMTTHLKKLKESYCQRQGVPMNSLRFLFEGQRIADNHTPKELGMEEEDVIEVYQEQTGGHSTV
Starred values were filed as active, the others as inactive; i = inactive; + = active, no number.

[1] CC(C)CN1C(=O)NC(NC(=O)c2cccs2)(C(F)(F)F)C1=O (stereo not drawn)
[2] CCOCCCNC(=S)N(CCN(CC)CC)Cc1cc2cc3c(cc2[nH]c1=O)OCCO3
[3] COc1ccc(NC(=O)C23CC4CC(C2)CC(n2cnc(Br)n2)(C4)C3)cc1OC
[4] Cc1ccc2nc(SC(C)C(=O)NC3CCCc4ccccc43)[nH]c2c1 (stereo not drawn)
[5] CC1C/C(=N\NC(=S)NCc2ccccc2)CC(C)(C)C1 (stereo not drawn)
Assay by compound	1	2	3	4	5
CendR NRP1 mod	4	-8	-4	-18	-21
STEP block	0	6	-3	1	0
NadD block	-2	-2	-5	-7	5
MT1-MMP act inh	-3	2	8	-6	4
DNMT1 block	-4	0	-4	-4	-2
SKN-1 block	-11	15	-1	7	-3
Rpn11 inh	i	i	i	i	i
Scp-1 inhibitor	-2	-5	-2	-1	1
LMPTP block	0.8	-0.2	0.1	-2.0	1.6
SUMO1 PPI mod	-3	1	1	0	-3

[6] CCOC(=O)CNc1c(-c2ccccc2)nc2ccc(Cl)cn12
[7] CCOC(=O)N1CCN(C(=O)CN(Cc2ccc(Cl)cc2)S(=O)(=O)c2ccc(C)cc2)CC1
[8] COc1ccc(CN(C)C(=O)CNC(=O)c2sc3ccccc3c2Cl)c(OC)c1OC
[9] O=C(c1cc(COc2cccc(C(F)(F)F)c2)on1)N1CCc2ccccc2C1
[10] COc1ccccc1N(Cc1cc(=O)[nH]c2ccccc12)C(=O)c1ccc([N+](=O)[O-])cc1
Assay by compound	6	7	8	9	10
CendR NRP1 mod	3	-3	46*	5	-10
STEP block	3	-1	-3	0	-1
NadD block	4	-14	-2	-7	0
MT1-MMP act inh	-6	1	5	0	3
DNMT1 block	-5	-1	-1	-3	0
SKN-1 block	0	7	-12	5	10
Rpn11 inh	i	i	i	i	i
Scp-1 inhibitor	1	-6	-11	-10	-5
LMPTP block	-0.5	0.0	-7.5	6.3	2.6
SUMO1 PPI mod	-10	-4	-27	5	-24

[11] N#C/C(=C\c1cn(Cc2cccc(F)c2)c2ccccc12)C(=O)NCc1ccco1
[12] CCN(CC)CCN1C(=O)C(=O)/C(=C(/O)c2ccc(Cl)cc2)C1c1ccncc1 (stereo not drawn)
[13] COc1cc(C(=O)NCC(=O)N/N=C(/C)c2ccc3c(c2)CCCC3)cc(OC)c1OC
[14] CN1/C(=C\C(=O)COC(=O)c2ccco2)C(C)(C)c2ccccc21
[15] COc1ccccc1C(=O)OCC(=O)N1CCC(Cc2ccccc2)CC1
Assay by compound	11	12	13	14	15
CendR NRP1 mod	-5	2	6	6	0
STEP block	-1	2	0	3	-1
NadD block	2	-1	1	-6	-1
MT1-MMP act inh	4	3	0	4	1
DNMT1 block	6	8	-1	-2	4
SKN-1 block	-9	3	1	11	6
Rpn11 inh	i	i	i	i	i
Scp-1 inhibitor	-1	-5	-4	-3	-5
LMPTP block	-0.2	-5.3	0.5	2.0	0.0
SUMO1 PPI mod	-5	-5	-4	-4	3

[16] Cn1c(N)c(C(=O)CCl)c(=O)n(C)c1=O
[17] COc1cccc(/C=N/n2c(-c3ccco3)nc3ccccc3c2=O)c1OC
[18] O=C(CNC(=O)c1cccs1)NCCN1CCN(Cc2ccccc2)CC1
[19] Cc1ccc(S(=O)(=O)N2CCOCC2)cc1C(=O)OCC(=O)c1ccc(Br)cc1
[20] CCN(CC(=O)NC(=O)NC1CCCCC1)Cc1nc2ccccc2c(=O)[nH]1
Assay by compound	16	17	18	19	20
CendR NRP1 mod	1	-19	10	-6	0
STEP block	-1	0	0	4	-4
NadD block	-4	-8	-1	-6	-1
MT1-MMP act inh	0	1	2	-4	-4
DNMT1 block	2	5	0	-2	-3
SKN-1 block	2	1	12	-13	-10
Rpn11 inh	i	i	i	i	i
Scp-1 inhibitor	-2	-8	-2	8	-7
LMPTP block	-1.4	-0.2	-1.7	3.7	0.1
SUMO1 PPI mod	-5	-1	2	2	2

[21] COCCCn1c(SCc2nc3ccccc3c(=O)[nH]2)nc2ccccc2c1=O
[22] NC(=O)NC(=O)COC(=O)c1ccc(OC(F)(F)F)cc1
[23] Cc1ccc(Cl)cc1-c1ccc(C=Nc2ccc(N3CCOCC3)cc2)o1
[24] Cc1ccc(C(C(=O)NC2CCCCC2)N(CCCN2CCOCC2)C(=O)c2snc(C(N)=O)c2N)cc1 (stereo not drawn)
[25] C=CCn1cc(C(=O)NCc2ccco2)c(=O)c2cc(S(=O)(=O)N3CCCCCC3)ccc21
Assay by compound	21	22	23	24	25
CendR NRP1 mod	-45	-8	-19	11	-12
STEP block	-2	0	1	0	1
NadD block	0	-3	1	-4	-1
MT1-MMP act inh	-5	-1	8	1	-10
DNMT1 block	-8	2	-14	-1	-7
SKN-1 block	18	-3	-1	2	-4
Rpn11 inh	+	i	i	i	i
Scp-1 inhibitor	-2	1	-5	-5	-11
LMPTP block	-0.6	-0.2	1.9	-1.0	2.2
SUMO1 PPI mod	8	-2	-13	-6	8

[26] CCc1nnc(NC(=O)c2cc(S(=O)(=O)N3CCCCC3)ccc2C)s1
[27] O=C1CCN(CCCc2ccccc2)CCN1CCO
[28] COc1cccc(/C=N/n2c(-c3cccs3)n[nH]c2=S)c1
[29] CCC/C(=N/NC(=O)c1cccc(Cl)c1)c1ccccc1
[30] Cc1cc(C(=O)Nc2ccc(C)c(S(=O)(=O)N3CCOCC3)c2)c2ccccc2n1
Assay by compound	26	27	28	29	30
CendR NRP1 mod	-10	6	-5	3	-4
STEP block	1	-2	0	-2	1
NadD block	-4	-4	8	-2	9
MT1-MMP act inh	2	-2	-2	4	0
DNMT1 block	1	-3	0	1	-4
SKN-1 block	-2	-3	-26	2	1
Rpn11 inh	i	i	i	i	i
Scp-1 inhibitor	-5	2	5	-7	-2
LMPTP block	0.3	-2.3	-0.2	-2.6	-0.1
SUMO1 PPI mod	1	1	2	4	-1

[31] Cc1nc(N)sc1-c1csc(Nc2ncccn2)n1
[32] CC1C2CC(C/C2=N/NC(=O)c2cccs2)C1(C)C (stereo not drawn)
[33] NS(=O)(=O)c1ccc(CCNC(=O)/C=C/c2ccccc2[N+](=O)[O-])cc1
[34] COc1cc(NC(=O)c2cc(C(C)C)on2)cc(OC)c1OC
[35] CCn1nc(C)c(CN2CCN(Cc3ccsc3)C(CCO)C2)c1C (stereo not drawn)
Assay by compound	31	32	33	34	35
CendR NRP1 mod	3	5	5	-3	-10
STEP block	64*	3	0	0	-2
NadD block	22	1	-10	0	-3
MT1-MMP act inh	-3	7	0	-1	-3
DNMT1 block	-21	1	-5	-4	1
SKN-1 block	9	0	5	-3	-5
Rpn11 inh	i	i	i	i	i
Scp-1 inhibitor	-2	-7	-17	-12	-9
LMPTP block	35	-1.1	0.1	-0.3	0.6
SUMO1 PPI mod	93*	4	-21	0	2

[36] O=C(/C=C/Nc1cccc([N+](=O)[O-])c1)c1cccs1
[37] Cc1ccccc1C1=N/C(=C/c2cccnc2)C(=O)O1
[38] O=C(/C=C/c1ccco1)NC1CCCC1
[39] COc1ccccc1/C=N/NC(=O)c1ccccc1NS(=O)(=O)c1ccc(C)cc1
[40] CCn1nc(C(=O)OCC(=O)N(CCC#N)c2ccccc2)c2ccccc2c1=O
Assay by compound	36	37	38	39	40
CendR NRP1 mod	-3	0	3	3	-51
STEP block	1	1	6	-1	0
NadD block	1	3	2	-1	-3
MT1-MMP act inh	-7	0	1	2	4
DNMT1 block	-10	0	9	-1	9
SKN-1 block	17	-2	-1	-4	-13
Rpn11 inh	i	i	i	i	i
Scp-1 inhibitor	-8	-5	21	-8	-9
LMPTP block	3.0	-2.0	3.0	-1.5	-1.2
SUMO1 PPI mod	-20	8	0	7	-6

[41] N/C(=N\OC(=O)Cc1cccc2ccccc12)c1ccccn1
[42] COc1ccccc1NC(=O)Cn1c(=O)n(CCc2c[nH]c3ccccc23)c(=O)c2cccnc21
[43] COC(=O)c1ccc(/C=N/NC(=O)c2cccc(F)c2)cc1
[44] O=C(Nc1ccccc1N1CCOCC1)C1CCN(S(=O)(=O)c2ccc(Cl)cc2)CC1
[45] O=C(c1cn(-c2ccccc2)nc1-c1cccnc1)N1CCN(S(=O)(=O)c2cccc(F)c2)CC1
Assay by compound	41	42	43	44	45
CendR NRP1 mod	4	-11	-3	13	10
STEP block	0	3	8	2	-2
NadD block	-13	15	1	-8	2
MT1-MMP act inh	8	-4	5	-1	-3
DNMT1 block	-1	-12	0	0	0
SKN-1 block	9	6	5	-10	-9
Rpn11 inh	i	i	i	i	i
Scp-1 inhibitor	2	-22	87*	-1	5
LMPTP block	0.3	4.1	-1.0	0.2	1.0
SUMO1 PPI mod	0	-2	-15	-3	3

[46] C=CCSc1nnc(Cc2cc(=O)[nH]c(=O)[nH]2)n1-c1cc(C)ccc1C
[47] CN(C)C(=O)CN1c2cccc3cccc(c23)S1(=O)=O
[48] CS(=O)(=O)N1CCN(c2ccc(NC(=S)NC(=O)c3ccc4c(c3)OCO4)cc2)CC1
[49] N#CCCN(C(=O)CSc1nc2nc(-c3cccs3)cc(C(F)(F)F)c2c(=O)[nH]1)c1ccccc1
Assay by compound	46	47	48	49
CendR NRP1 mod	-9	-6	5	2
STEP block	2	2	1	1
NadD block	-6	-3	12	12
MT1-MMP act inh	1	-1	5	7
DNMT1 block	0	-2	-6	1
SKN-1 block	11	-8	12	-6
Rpn11 inh	i	i	i	i
Scp-1 inhibitor	-9	-7	-1	-6
LMPTP block	-1.6	1.2	2.4	-0.7
SUMO1 PPI mod	-4	-3	-2	-38
